Source: PubChem BioAssay
BAZ2B block – qHTS Assay for Inhibitors of BAZ2B. AlphaScreen BAZ2B-H3K14Ac peptide displacement. Potency, µM (doses to about 114 µM), inactives show top-dose activity change, negative = inhibition, usual class: inhibitors. hit rate 4.4% among 360,000. AID 504333, 2011; note: potency is the fitted concentration of half-maximal effect; % is set by controls: 0 for no effect and ±100 for the full control effect; nearly all actives have a fitted effect of over 60% in size
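BAZ2B (50 nM) with biotin-H3(5-23)K14Ac peptide (50 nM) in PBS pH 7.4, 0.01% Tween-20, preformed 30 min, then compound 30 min at room temperature; top concentration 110uM. AlphaScreen streptavidin donor/nickel chelate acceptor beads (10 ug/mL final), 20 min dark, signal read.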
G9a block – qHTS Assay for Inhibitors of Histone Lysine Methyltransferase G9a. hit rate 8.8% among 350,000. Potency, µM (highest dose often 102 µM), without a hit: at the highest dose activity, negative = inhibition, actives largely listed as inhibitors. Histone-lysine N-methyltransferase EHMT2 (Homo sapiens), Q96KQ7. G9a H3K9 monomethylation, AlphaScreen, 2 h; note: potency is the fitted concentration of half-maximal effect; % is set by controls: 0 for no effect and ±100 for the full control effect; nearly all actives have a fitted effect of over 75% in size
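Step 1: enzyme (final 20 nM) with compound, 15 min RT. Step 2: substrate peptide 500 nM and SAM 20 uM, 2 h RT. Step 3: anti-H3K9me1 antibody and AlphaScreen beads, 10 min, then plate read.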
GLS inh – qHTS for Inhibitors of Glutaminase (GLS); Glutaminase kidney isoform, mitochondrial (Homo sapiens), O94925; GLS enzymatic activity, qHTS titration; Potency, µM (titrated, usually from 45.5 µM), for inactives: at the highest dose activity change, negative = inhibition, most hits filed as inhibitors; hit rate 0.21% among 410,000; AID 624170, 2012; note: potency is the fitted concentration of half-maximal effect; % is set by controls: 0 for no effect and ±100 for the full control effect
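Two-point fluorescence kinetic (t0, 30 min RT) for hKGA; glutamate detected via glutamate oxidase–HRP–Amplex Red. Substrate: 1 mM L-glutamine solution; buffer 45 mM KH2PO4, pH 8.2.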
RGS4 inhibitor – Inhibitors of Regulator of G Protein Signaling (RGS) 4: qHTS | Transcreener GDP fluorescence polarization, RGS4-accelerated GTP hydrolysis | Potency, µM (highest dose often 114 µM), for the others: at the highest dose activity change, negative = inhibition, hits mostly inhibitors | hit rate 0.039% among 390,000 | AID 504845, 2011; note: potency is the fitted concentration of half-maximal effect; % is set by controls: 0 for no effect and ±100 for the full control effect; nearly all actives have a fitted effect of over 75% in size; some results filed as inactive show a strong effect at the top dose
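MLSMR compounds (23 nl, pin-transferred) preincubated 10 min at room temperature with a 500nM (2x) first reagent, then RGS4 at 900nM (2x) plus Transcreener GDP mix added; fluorescence polarization (620/688 nm) read before and after 90 min at 30 °C.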
ALOX12 inh – Primary qHTS assay for inhibitors of human arachidonate 12S-lipoxygenase (ALOX12): Round 2. Polyunsaturated fatty acid lipoxygenase ALOX12 (Homo sapiens), P18054. purified 12hLO, xylenol orange hydroperoxide absorbance. Potency, µM (top dose mostly 108 µM), for the others: at the highest dose activity change, negative = inhibition, hits mostly inhibitors. hit rate 1.1% among 580,000; note: potency is the fitted concentration of half-maximal effect; % is set by controls: 0 for no effect and ±100 for the full control effect
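Purified human 12hLO at 150 nM in 25 mM Hepes, 0.01% Triton X-100, pH 7.0, preincubated 15 min at room temperature with compound. Reaction started with 40 uM arachidonic acid, 30 min at room temperature. Hydroperoxide measured by Fe-xylenol orange, 573/405 nm absorbance ratio.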
PI4K2A block – qHTS for small molecular inhibitors of PI4K2A; activity change, negative = inhibition, % at 76.9 µM; AID 1346378, 2018; hit rate 0.13% among 420,000; purified PI4K2A, ADP-Glo luminescence, 1 h; stronger effect = lower value; in the data active = activity change below about -50%; inconclusive = mostly about -30% to -49%;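 note: -100% = wells without enzyme as full effect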
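In this quantitative HTS, ADP production by PI4K2A was quantified luminescently after 1 h at ambient temperature; 100 microM adenosine served as plate-quality control.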
JMJD2A Tudor inh – qHTS Assay for Inhibitors of JMJD2A-Tudor Domain | Lysine-specific demethylase 4A (Homo sapiens), O75164 | AlphaScreen JMJD2A-Tudor / H3K4me3 peptide binding | Potency, µM (highest dose often 114 µM), without a hit: at the top dose activity change, negative = inhibition, hits mostly inhibitors | hit rate 4.4% among 390,000; note: potency is the fitted concentration of half-maximal effect; % is set by controls: 0 for no effect and ±100 for the full control effect; nearly all actives have a fitted effect of over 50% in size
Target sequence (O75164 whole entry, looked up, the tested form may be a part): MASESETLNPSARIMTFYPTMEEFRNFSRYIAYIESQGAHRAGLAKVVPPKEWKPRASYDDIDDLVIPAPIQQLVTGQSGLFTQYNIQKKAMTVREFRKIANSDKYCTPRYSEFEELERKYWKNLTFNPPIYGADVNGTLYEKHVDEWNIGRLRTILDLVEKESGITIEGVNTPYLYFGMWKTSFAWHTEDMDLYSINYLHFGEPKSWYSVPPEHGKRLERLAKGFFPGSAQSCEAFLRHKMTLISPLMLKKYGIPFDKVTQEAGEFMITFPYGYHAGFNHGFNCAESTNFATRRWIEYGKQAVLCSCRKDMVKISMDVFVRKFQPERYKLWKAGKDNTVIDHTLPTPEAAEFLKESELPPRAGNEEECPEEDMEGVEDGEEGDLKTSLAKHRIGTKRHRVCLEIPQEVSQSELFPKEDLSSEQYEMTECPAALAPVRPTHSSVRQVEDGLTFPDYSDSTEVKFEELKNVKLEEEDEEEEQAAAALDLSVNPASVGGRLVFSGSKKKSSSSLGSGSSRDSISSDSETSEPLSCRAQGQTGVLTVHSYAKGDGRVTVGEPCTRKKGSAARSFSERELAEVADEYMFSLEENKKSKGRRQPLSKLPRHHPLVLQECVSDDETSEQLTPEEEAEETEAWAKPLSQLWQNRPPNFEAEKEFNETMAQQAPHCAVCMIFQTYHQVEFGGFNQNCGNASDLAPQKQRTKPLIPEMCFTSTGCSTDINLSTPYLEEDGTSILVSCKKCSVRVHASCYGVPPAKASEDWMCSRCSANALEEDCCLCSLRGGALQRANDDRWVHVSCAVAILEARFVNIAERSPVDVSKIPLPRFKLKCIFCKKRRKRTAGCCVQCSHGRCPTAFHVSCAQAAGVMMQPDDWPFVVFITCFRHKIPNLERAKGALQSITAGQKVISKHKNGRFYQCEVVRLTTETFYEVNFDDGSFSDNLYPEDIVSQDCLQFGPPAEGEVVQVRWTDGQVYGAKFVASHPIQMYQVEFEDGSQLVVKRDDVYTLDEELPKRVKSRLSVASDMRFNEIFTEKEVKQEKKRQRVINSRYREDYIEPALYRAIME
HP1b chromo inh – HTS for Inhibitors of HP1-beta Chromodomain Interactions with Methylated Histone Tails. AlphaScreen HP1-beta / biotin-H3K9me3 peptide binding. Potency, µM (series often up to 114 µM), for inactives: at the top dose activity change, negative = inhibition, usual class: inhibitors. Chromobox protein homolog 1 (Homo sapiens), P83916. AID 540317, 2011. hit rate 0.56% among 390,000; note: potency is the fitted concentration of half-maximal effect; nearly all actives have a fitted effect of over 70% in size; inactives centre near 23
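HP1-beta protein (50 nM final) preincubated 30 min at room temperature with biotinylated H3(1-18)K9me3 peptide (50 nM) in PBS pH 7.4, 0.01% Tween-20, then compound added for 30 min. AlphaScreen streptavidin donor/nickel chelate acceptor beads (10 ug/mL final), 30 min dark, luminescence read.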
ERG-DNA inh – qHTS for Small Molecule Inhibitors of the ERG Ets/DNA interaction; Potency, µM (top dose mostly 76.9 µM), for the others: at the highest dose FP activity, negative = inhibition, usual class: inhibitors; Transcriptional regulator ERG (Homo sapiens), P11308; hit rate 0.028% among 370,000; fluorescence polarization, His-ERG Ets domain / labelled DNA; AID 624246, 2012; active = well fitted inhibition curve with a large enough effect in the polarisation, with a control signal flat; inconclusive = small, poorly fitted or top-dose-only effect, or effect the other way, or a change in a side signal; inactive = no such curve, though single readings can be large or run the other way; the % refers to the polarisation;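 note: polarization taken with two DNA probes labelled with fluorescein and Texas red; potency is the fitted concentration of half-maximal effect; % of control where 0% means no effect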
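His-tagged ERG Ets domain (1 uM in the protein solution; 300mM KCl, 50mM Tris-HCl, 1mM EDTA, 1mM DTT, pH 7.5) received compound, then a probe mix of 5 nM fluorescein-DNA and 100nM Texas-615-DNA. Fluorescence polarization was read for both dyes.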
Numbers without * were called inactive; ? = inconclusive; · = not tested or not shown; & = joins results of further samples; [ ] = dose if it differs, or a comment. Unless noted, calls come from the whole dose curve; as a rule, active = well fitted curve in the direction sought with a large enough effect; inconclusive = small, poorly fitted or top-dose-only effect, or another doubt; inactive = no such curve, though single readings can be large; an effect the other way counts as inactive or inconclusive. An excerpt; the hit share may differ from the screen's.

mol	HP1b chromo inh	GLS inh	G9a block	ERG-DNA inh	BAZ2B block	RGS4 inhibitor	PI4K2A block	ALOX12 inh	JMJD2A Tudor inh
O=C(CCNC(=O)Cn1ccc2ccccc2c1=O)NCCc1ccc(Cl)cc1	30%	0%	28%[59 µM]	-1%	-33%	-19%	1	7%	-5%
CCCCNC(=O)CSc1nc2ccc(N3CCOCC3)cc2c(=O)n1CCc1ccccc1	23%	2%	?	7%	7%	-12%	-2	4%	-24%
CSCC[C@H](NC(=O)C1CCN(S(=O)(=O)c2ccc(C)cc2C)CC1)c1nc2ccccc2[nH]1	17%	-7%	·	2%[15.4 µM]	·	-18%	-2	-21%	-26%
Cn1ccc2cc(S(=O)(=O)N3CCCN(C(=O)Nc4ccccc4Br)CC3)ccc21	6%[57 µM]	-9%	-3%[59 µM]	-10%	-14%	-6%	0	-14%	-25%
O=C(CSC1=NNC(c2ccccn2)S1)Nc1cccc(Cl)c1 (stereo unspecified)	14%	13%	·	-7%	7.1µM*	-30%	0	32%[activator]	22µM*
COc1cc(N=Nc2ccccc2C(=O)O)ccc1O	14%	?	50µM*	10%	-34%	-19%	-10	-12%	-7%
CCc1ccc2oc(-c3ccc(NC(=O)c4cccc(Cl)c4Cl)cc3)nc2c1	27%	-9%	-17%[59 µM]	-6%	2%	10%	-1	-13%	-14%
COc1ccc2nc(SCC(=O)Nc3ccc4[nH]c(=O)[nH]c4c3)[nH]c2c1	37%	-1%	-8%[12.7 µM]	-13%	5%	16%	-4	22%	-20%
O=C1N/C(=N\N=C\c2cccs2)SC1Cc1cccc(Cl)c1 (stereo unspecified)	28%	-11%	-25%	-3%	-5%	-4%	-4	-2%	-1%
O=C(C(=S)N1CCOCC1)c1c[nH]c2ccccc12	12%	18%	-122%[59 µM]	-13%	?	-28%	2	-11%	5%
CC(C)(C)c1ccc(CNC(=O)C2CCCN2C(=O)Nc2ccccc2)cc1 (stereo unspecified)	-12%	-18%	5%	1%	10%	-8%	1	?	-20%
CC(C)C[C@@H](CNCC(=O)[C@H](Cc1c[nH]c2ccccc12)NC(=O)c1[nH]cnc1C(=O)N[C@@H](C)CN)NC(=O)c1nc[nH]c1C(=O)N[C@@H](Cc1ccccc1)C(=O)O	39%[activator]	?	·	11%	·	-37%	-3	-7%	?
COCc1nc2ccccc2n1Cc1ccc(Br)cc1	51%[activator]	5%	8%[12.7 µM]	7%	-17%	-16%	3	6%	-2%
CN(CCCC(=O)NC1CC(C)(C)NC(C)(C)C1)S(=O)(=O)c1ccc([N+](=O)[O-])cc1	20%	-9%	·	2%	-4%	1%	3	0%	-6%
Cc1cccc(NC(=O)CN2CCOCC2)c1C	34%[activator]	0%	20%[59 µM]	-3%	4%[0.457 µM]	4%	1	?	-6%
O=C1NCC2=C1C(c1ccccc1)Nc1ccccc1N2 (stereo unspecified)	43%[activator]	14%	-50%[12.7 µM]	·	3%	-21%	0	-1%	-15%
CC(=O)Nc1ccccc1OCC(=O)NCC(F)(F)F	21%	-8%	-23%	4%	2%	0%	2	-23%	-15%
O=C(O)c1ccc(/C=N/O)cc1	9%	-1%	·	-2%	3%	-19%	4	1%	-3%
O=C(Cc1ccc(F)cc1)N1CCC2(CC1)NCCc1[nH]cnc12	35%	19%	·	3%	-15%	16%	-1	-1%&-7%	4%
O=C(NCC1CCCN(C(=O)c2cc(Cl)ccc2F)C1)c1ccc(F)cc1 (stereo unspecified)	73%[activator]	-4%	-6%	-15%	16%	-21%	3	-7%	-3%
COc1cc2c(cc1OC)C(COc1ccc3c(C)cc(=O)oc3c1)N(C(=O)c1cccc(OC)c1OC)CC2 (stereo unspecified)	11%	-4%	6%[59 µM]	-9%	1%	-3%	-1	2%	?
Cc1ccc(CN2C(=O)C(O)(CC(=O)c3ccc(C)cc3)c3ccccc32)cc1 (stereo unspecified)	?	-10%	11µM*	4%	13µM*	?	25	?	50µM*
CN(C)C(CNC(=O)c1cccc(S(=O)(=O)N(C)C)c1)c1ccccc1 (stereo unspecified)	27%	4%	-26%[12.7 µM]	-1%	14%	-13%	6	?	1%
O=S(=O)(Nc1cccc(-c2ccc(N3CCCCC3)nn2)c1)c1cccc(F)c1	8%[57 µM]	-2%	30%[59 µM]	0%	?	-10%	2	-13%	-28%
O=C(c1ccc(C(F)(F)F)cc1)N1CCC(c2nc(-c3ccc(S(=O)(=O)N4CCCC4)cc3)no2)CC1	13%	-4%	1%[59 µM]	0%	-9%	5%	-1	-14%	-24%
Cc1cccc2sc(N(CCCN(C)C)C(=O)c3ccc(Cl)s3)nc12	25%&34%	9%&-2%	-17%[59 µM]	5%&0%	-21%	-4%&-7%	2&-3	?	?
COc1ccccc1-c1cc(C(F)(F)F)nc(S(=O)(=O)CCCC(=O)NCc2ccc(F)cc2)n1	19%	-4%	2%	10%	-2%	-33%	20	-9%	-8%
CC(=O)N1CCN(C(=O)c2cc(S(=O)(=O)N3CCN(c4ccccc4)CC3)ccc2Cl)CC1	23%	7%	17%	6%	3%	-3%	4	-1%	-10%
O=C(COC(=O)C1CCCN1C(=O)c1cccs1)Nc1ccc2c(c1)OCO2 (stereo unspecified)	8%	5%	-19%[59 µM]	0%	-2%	15%	-5	5%	-21%
Cc1ccc(NC(=O)Cn2ccc([N+](=O)[O-])n2)cc1C	21%	4%	22%[12.7 µM]	7%	-15%	-8%	5	-12%	-19%
N#Cc1ccccc1NC(=O)CSc1n[nH]c(-c2ccco2)n1	35%	-12%	·	-3%	-10%	-30%	6	0%	-2%
O=C(Oc1nsnc1N1CCOCC1)c1ccccc1	-23%	0%	35µM*	·	-4%	?	0	-27%	-35%
CCCOC(=O)CN1C(=O)c2ccccc2C1=O	45%[activator]	-1%	2%[59 µM]	-7%	27%	12%	-8	308%[activator]	4%
COC(=O)c1c(C)sc(-c2c(-c3cccc(OC)c3)[nH]c3c2c(=O)[nH]c(=O)n3C)c1O	14%	14%	-3%[59 µM]	13%	-28%	10%	-6	?	-24%
CSc1sc(C(=O)NNC(C)=O)c2c1C=CCC2	42%[activator]	15%	4%	-4%	-13%	-25%	-7	134%[activator]	-11%
Cc1sc2ncnc(OCc3nnc(-c4cccs4)o3)c2c1C	28%	-11%	-5%[59 µM]	-8%	-16%	6%	2	6%	-12%
CC(C)Cn1c(SCC(=O)Nc2cccc(S(N)(=O)=O)c2)nc2ccccc2c1=O	8%	5%	-11%	7%	-12%	-2%	-4	6%	-11%

By substructure, the entries above with bromine
mol	HP1b chromo inh	GLS inh	G9a block	ERG-DNA inh	BAZ2B block	RGS4 inhibitor	PI4K2A block	ALOX12 inh	JMJD2A Tudor inh
Cn1ccc2cc(S(=O)(=O)N3CCCN(C(=O)Nc4ccccc4Br)CC3)ccc21	6%[57 µM]	-9%	-3%[59 µM]	-10%	-14%	-6%	0	-14%	-25%
COCc1nc2ccccc2n1Cc1ccc(Br)cc1	51%[activator]	5%	8%[12.7 µM]	7%	-17%	-16%	3	6%	-2%

Given with two lines to a compound: three of the compounds above
Order of values: HP1b chromo inh, GLS inh, G9a block, ERG-DNA inh, BAZ2B block, RGS4 inhibitor, PI4K2A block, ALOX12 inh, JMJD2A Tudor inh
O=C(COC(=O)C1CCCN1C(=O)c1cccs1)Nc1ccc2c(c1)OCO2 (stereo unspecified)
  8%, 5%, -19%[59 µM], 0%, -2%, 15%, -5, 5%, -21%
CC(=O)N1CCN(C(=O)c2cc(S(=O)(=O)N3CCN(c4ccccc4)CC3)ccc2Cl)CC1
  23%, 7%, 17%, 6%, 3%, -3%, 4, -1%, -10%
O=C(CCNC(=O)Cn1ccc2ccccc2c1=O)NCCc1ccc(Cl)cc1
  30%, 0%, 28%[59 µM], -1%, -33%, -19%, 1, 7%, -5%
